proCasp7 act – activates human procaspase-7, counter-screen for procaspase-3 activators. 0.093% of 330,000 active. activation, % at 8.5 µM. recombinant procaspase-7, Ac-DEVD-pNA absorbance 405 nm; D23A/D198A/D206A triple mutant, cannot self-cleave; scale: DMSO 0, 5 µM enzyme 100. P55210;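 active means percent activation above the screen-wide mean plus 3 SD, cut at about 25% in these data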
Target sequence (P55210 whole entry D23A/D198A/D206A): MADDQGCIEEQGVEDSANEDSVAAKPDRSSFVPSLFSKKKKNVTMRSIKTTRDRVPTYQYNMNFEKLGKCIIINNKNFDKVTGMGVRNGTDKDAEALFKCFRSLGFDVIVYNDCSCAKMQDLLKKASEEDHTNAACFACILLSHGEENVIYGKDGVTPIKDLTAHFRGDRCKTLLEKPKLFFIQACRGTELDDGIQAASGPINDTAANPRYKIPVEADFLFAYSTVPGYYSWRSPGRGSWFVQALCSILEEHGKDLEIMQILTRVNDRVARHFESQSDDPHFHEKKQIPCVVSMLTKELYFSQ
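Replicates: singlicate. Assay system: Procaspase-7 triple mutant (PC-7 D3A). Signal: 405 nm absorbance of p-nitroaniline. Times: 1 h preincubation, 2 h reaction. Buffer or medium: Zinc-free HEPES pH 7.4 with 300 mM NaCl, 0.01% Triton X-100. Also added: DEVD-pNA substrate. Benchmarks: DMSO wells as 0%, DMSO with 5 µM added PC-7 as 100%.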
MEP2 TOR yeast – yeast TOR pathway MEP2-GFP modulation; S. cerevisiae MEP2-GFP strain, flow cytometry GFP, 3 h; 100% = DMSO control level; GFP response vs DMSO, % at 10 µM; 0.51% of 330,000 active;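 active means GFP response versus DMSO above a set limit, roughly screen mean plus 3 SD, cut at about 180% in these data; inconclusive means fewer than 70 cells counted for a yeast strain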;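 further: median GFP fluorescence of the barcode-gated MEP2-GFP cells per well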
CR mimetic SO – lowers age-related superoxide in aged yeast cells; 0.18% of 330,000 active; superoxide response (% of plate mean), % at 10 µM; S. cerevisiae aged cells, superoxide DHE fluorescence; hits give low values; AID 2690;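 active means superoxide response under a set limit, about three screen SD below normal, cut at about 65% in these data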;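 further: yeast aged for seven days with compound at 30 °C before DHE staining; 100% = average MFI of all compound-treated wells on the plate with controls excluded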
LAP4 TOR yeast – modulators of TOR pathway LAP4-GFP in S. cerevisiae; 0.34% of 320,000 active; S. cerevisiae LAP4-GFP multiplex, flow cytometry GFP, 3 h; median GFP as percent of DMSO wells; GFP response vs DMSO, % at 10 µM;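 active means GFP response vs DMSO above a set limit, about the screen mean plus 3 SD, cut at about 150% in these data; inconclusive means under 70 cell events counted for the yeast strain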
proCasp3 act – activates human procaspase-3. P42574. recombinant procaspase-3 D3A, Ac-DEVD-pNA absorbance 405 nm. activation, % at 8.5 µM. 0.11% of 330,000 active;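 active means activation above the mean of all tested compounds plus 3 SD, cut at about 21% in these data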;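 further: 0% = DMSO alone and 100% = DMSO wells spiked with extra 5 µM PC-3 D3A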
Target sequence (P42574 whole entry D9A/D28A/D175A): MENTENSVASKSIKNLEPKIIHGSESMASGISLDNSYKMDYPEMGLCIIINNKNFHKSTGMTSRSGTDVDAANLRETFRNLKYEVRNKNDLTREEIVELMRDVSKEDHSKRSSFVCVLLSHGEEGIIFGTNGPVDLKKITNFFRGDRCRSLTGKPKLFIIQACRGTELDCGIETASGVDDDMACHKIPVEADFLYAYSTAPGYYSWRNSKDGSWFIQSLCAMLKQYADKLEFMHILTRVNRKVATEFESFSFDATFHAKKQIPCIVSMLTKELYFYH
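Test system: Procaspase-3 D3A mutant; medium: Zinc-free HEPES/NaCl buffer with 0.01% Triton X-100 at pH 7.4; reagent: DEVD-pNA substrate; doses: one concentration, 8.5 µM nominal, 0.8% DMSO; times: 1 h preincubation plus 2 h reaction at 25 °C; signal: Epi-absorbance at 405 nm of released p-nitroaniline, 0 and 120 min; replicates: singlicate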
GASC-1 inh – human JMJD2C demethylase inhibition. GST-JMJD2C(1-420) H3K9me3 demethylation, DELFIA europium. Q9H3R0. AID 2099. 0.069% of 330,000 active. inhibition, % at 2.35 µM;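 active means more than half of a compound's replicate wells show inhibition beyond 50%, single wells judged on their own value; inconclusive means some, but no more than half, of replicates pass 50% inhibition; inactive means no replicate passes 50% inhibition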;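 further: signal counts dimethyl H3K9 product captured on neutravidin plate; 0% = median of DMSO wells and 100% = 0.3 times that DMSO median; strong numbers were not always called active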
Target sequence (Q9H3R0 1-420 limits assumed): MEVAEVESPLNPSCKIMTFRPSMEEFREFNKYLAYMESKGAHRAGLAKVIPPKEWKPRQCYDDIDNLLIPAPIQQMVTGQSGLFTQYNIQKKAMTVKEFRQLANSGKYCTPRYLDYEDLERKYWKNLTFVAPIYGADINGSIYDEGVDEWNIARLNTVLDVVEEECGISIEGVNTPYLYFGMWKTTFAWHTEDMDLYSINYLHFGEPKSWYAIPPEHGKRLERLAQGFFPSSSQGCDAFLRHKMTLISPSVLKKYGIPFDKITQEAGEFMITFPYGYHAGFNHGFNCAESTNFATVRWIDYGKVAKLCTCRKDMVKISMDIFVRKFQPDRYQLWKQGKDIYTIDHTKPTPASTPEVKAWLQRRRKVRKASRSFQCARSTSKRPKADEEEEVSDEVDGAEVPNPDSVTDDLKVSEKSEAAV
RPL19A TOR yeast – alters RPL19A-GFP fluorescence in TOR pathway yeast screen; 0.3% of 330,000 active; percent response vs DMSO, % at 10 µM; S. cerevisiae RPL19A-GFP strain, flow cytometry, 3 h; hits give low values; AID 2025;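 active means percent response vs DMSO below 50%; inconclusive means fewer than 70 events counted for the yeast strain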;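 further: median channel GFP fluorescence of the barcoded RPL19A-GFP strain; ratio of sample median GFP to plate DMSO average so 100% = DMSO; lower means less RPL19A-GFP as with rapamycin TOR inhibition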
AHR act – activators of human aryl hydrocarbon receptor. P35869. AHR-responsive luciferase reporter cells, luminescence. activation, % at 5 µM. 2.5% of 320,000 active; in the data active means activation above about 47%;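 further: 0% = vehicle wells and 100% = reference agonist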
* = called active by the depositor; i = inactive; u = inconclusive; x = not tested or not shown; & = joins results of further samples.

SMILES	proCasp7 act	MEP2 TOR yeast	CR mimetic SO	LAP4 TOR yeast	proCasp3 act	GASC-1 inh	RPL19A TOR yeast	AHR act
CC(C)N(C(=O)C(F)(F)F)C(C(=O)NC1CCCCC1)c1ccncc1 (centres undefined)	4	96	105	98	4	-6	94	0
O=C(CSc1ncc(S(=O)(=O)c2ccccc2)c(=O)[nH]1)Nc1ccccc1Cl	11	103	103	101	0	5	100	3
CCNc1nc(SCc2ccccc2)nc(N2CCOCC2)n1	-2	82	109	90	4	7	90	18
O=C(NC(NCC1CCCO1)C(Cl)(Cl)Cl)c1cccc2ccccc12 (centres undefined)	1	99	89	99	3	-11	97	10
CCC(=O)NC1CC2CCCC(C1)N2Cc1ccc(C)cc1 (centres undefined)	5	107	106	87	9	-2	102	-1
COc1ccccc1NS(=O)(=O)c1cc(NC(=O)Nc2cccc(C)c2)ccc1N1CCCCC1	-9	108	94	105	-5	-3	106	7
CS(=O)(=O)N1CCN(C(=O)C(Sc2ccccc2)c2ccccc2)CC1 (centres undefined)	-3	110	79	108	-2	4	107	1
Cn1c(/C=C/c2ccc(Cl)cc2Cl)c([N+](=O)[O-])c(=O)n(C)c1=O	8	96	97	87	0	4	104	10
CCOC(=O)C(C)N1CC(=O)N(c2ccccc2)C1=O (centres undefined)	3	95	115	77	9	-4	92	2
O=C(NCc1cccs1)c1cc2c(s1)CCCC2	1	92	81	106	7	5	94	11
Oc1ccccc1/C=N/N1CCN(c2ccccn2)CC1	0	108	93	104	-3	7	111	-4
CC(C)(C)C(C(=O)n1cccc1C#N)c1ccccc1 (centres undefined)	2	96	91	99	-6	4	95	1
CC1CCCC(C)N1C(=S)SCC(=O)O (centres undefined)	-6	98	103	104	-1	4	94	-1
Cc1ccc(C(=O)NCC(=O)OCc2csc(-c3ccccc3)n2)cc1	-3	97	89	97	-10	-4	97	1
CC(C)(C)OC(=O)N1CCC[C@H]1c1nnc(SCC(=O)Nc2ccc(Br)cc2)o1	-2	88	104	96	1	-1	94	1
O=C(Cc1ccccc1)N1CCC2(CC1)NCCc1[nH]cnc12	1	104	85	98	-1	3	100	0
CCC(C)Nc1nc2c(c(=O)[nH]c(=O)n2C)n1CCOc1ccccc1 (centres undefined)	7	101	91	98	-5	-4	100	3
Cc1ccc(CNC(=O)[C@@H](NC(=O)C2CCN(C(=O)[C@@H]3CCCN3)CC2)C(C)C)cc1	-4	108	83	109	17	12	100	0
COc1cccc(C(=O)CN2C3=NCCCN3c3ccccc32)c1	-3	101	94	92	-2	4	93	19
CCSc1nc2c(c(=O)[nH]c(=O)n2C)n1CC(O)COc1ccccc1 (centres undefined)	10	64	88	105	18	-15	93	1
CCOC(=O)c1cnc2[nH]c3ccccc3n2c1=O	6	91	92	114	-1	5	98	5
COc1cccc(NC(=O)CCN2CCN(C)CC2)c1	5	112	96	97	4	3	99	3
Cc1ccnc(NC(=O)CCC(=O)N(CC(=O)NC2CCCCC2)Cc2ccccc2)c1	7	93	106	97	-1	-5	96	1
CC(=O)Nc1ccccc1NC(=O)c1ccccc1-c1ccccc1	6	101	102	97	-4	6	103	-1
COc1ccc(CNC(=O)[C@H](C)NC(=O)C2CCN(C(=O)[C@@H](N)CCSC)CC2)cc1	8	102	93	103	-8	i	97	1
Cc1ccccc1NC(=O)CSc1nnc(NC(=O)c2ccco2)s1	4	85	93	96	-4	2	88	0
COc1ccc(CNCC(O)(c2ccccc2)c2ccc(Cl)cc2)cc1 (centres undefined)	1	105	114	102	-8	-10	100	-2
Nc1cc(N)nc(SCC(=O)NCC(=O)Nc2ccc(F)c(F)c2F)n1	-2	104	96	91	2	x	99	1
CC(=O)N(CN1C(=O)c2ccccc2C1=O)c1cccc(C)c1	1	95	114	100	7	13	99	2
COc1cc(OC)cc(C2=NC3(CCC(C)CC3)NC2=S)c1 (centres undefined)	3	103	102	112	0	2	103	12

Taken from the results shown (4 entries):
SMILES	proCasp7 act	MEP2 TOR yeast	CR mimetic SO	LAP4 TOR yeast	proCasp3 act	GASC-1 inh	RPL19A TOR yeast	AHR act
COc1ccc(CNCC(O)(c2ccccc2)c2ccc(Cl)cc2)cc1 (centres undefined)	1	105	114	102	-8	-10	100	-2
Nc1cc(N)nc(SCC(=O)NCC(=O)Nc2ccc(F)c(F)c2F)n1	-2	104	96	91	2	x	99	1
CC(=O)N(CN1C(=O)c2ccccc2C1=O)c1cccc(C)c1	1	95	114	100	7	13	99	2
COc1cc(OC)cc(C2=NC3(CCC(C)CC3)NC2=S)c1 (centres undefined)	3	103	102	112	0	2	103	12

Continued:
SMILES	proCasp7 act	MEP2 TOR yeast	CR mimetic SO	LAP4 TOR yeast	proCasp3 act	GASC-1 inh	RPL19A TOR yeast	AHR act
Cc1cc(/C=C2/C(=O)NN(c3ccccc3)C2=O)c(C)n1-c1ccc(O)cc1	-9	102	84	88	-23	0	105	25
CC(C)(C)c1csc(NC(=O)c2c(F)c(F)c(F)c(F)c2F)n1	14	110	103	94	3	6	107	2
NC(=O)C1CCN(C(=O)c2ccc(C(F)(F)F)cc2)CC1	8	108	102	96	7	17	90	-3
CCOC(=O)N1CCN(S(=O)(=O)c2ccc(F)c(C(=O)Nc3cccc(Cl)c3C)c2)CC1	5	103	106	96	-6	1	102	-4
CCN(CC)CCNC(=O)Cn1nc(Cc2ccccc2)c2ccccc2c1=O	-4	101	114	104	-12	9	111	1
COc1ccc(C(=O)c2ccc(OC)c3cccc(O)c23)cc1OC	6	92	98	97	2	-1	88	2
Cc1ccc2nc(NC(=O)CCn3c(=O)sc4ccccc43)sc2c1	-15	99	110	120	1	-4	104	18
COc1cccc(C(=O)NCC(=O)N/N=C/c2cccs2)c1	8	96	93	84	5	-13	106	3
NC(Cc1ccc(Oc2ccc(O)cc2)cc1)C(=O)O (centres undefined)	-3	95	89	100	1	-49	104	-2
CCCc1cc(=O)[nH]c(Nc2ccc(Cl)cc2)n1	-4	98	102	87	1	-28	99	33
CCOc1ccc(C2=Nn3c(nnc3-c3ccccc3)SC2)cc1Cl	-7	99	116	99	13	-9	99	4
COc1ccccc1C(=O)N/C(=C/c1ccc(Br)cc1)C(=O)N1CCCC1	11	96	96	94	7	-9	95	2
Cc1cccc(OC(C)C(=O)N2CCCN(C)CC2)c1C (centres undefined)	-1	99	106	86	3	0	106	3
CCc1ccc(Oc2ncnc(N)c2[N+](=O)[O-])cc1	14	104	84	105	7	6	100	1
CC(=C/c1ccco1)/C=N/NC(=O)Cc1cccn1C	-3	108	96	100	3	-9	106	1
Cc1ccc(/C=N/Nc2cccc(C(=O)O)c2)s1	-10	99	95	99	1	6	98	-3
Cc1nnc(-c2cnn(C)c2N)n1Cc1ccccc1F	0	91	106	97	8	3	95	16
CCN1C(=O)/C(=C/c2ccc(N3CCCC3)cc2)NC1=S	-21	108	101	104	-30	1	99	19
O=C(CC(C(=O)N1CCc2ccccc21)n1ccnc1)NCc1ccccc1 (centres undefined)	-9	106	104	107	2	1	107	14
C=CCn1c(SCC(=O)c2ccccc2)nnc1-c1ccc2c(c1)OCO2	8	100	83	103	-2	-1	98	3
Cc1c(NC(=O)CCC(=O)N2CCOCC2)c(=O)n(-c2ccccc2)n1C	-2	98	107	96	4	-2	103	0
CCOC(=O)c1cc2cc([N+](=O)[O-])cc(OC)c2oc1=O	7	103	92	89	-1	0	103	-1
CCOC(=O)C1=C(C)OC(N)=C(C(=O)OCC)C1c1cccnc1 (centres undefined)	-8	u	89	u	5	8	u	0
COc1ccc(C(=O)N2CCCC(c3nc(-c4cc(OC)c(OC)c(OC)c4)no3)C2)cc1 (centres undefined)	2	107	119	100	2	-17	98	12
CCCc1cc(=O)oc2cc(OCC(=O)N3CCN(C(=O)C4COc5ccccc5O4)CC3)ccc12 (centres undefined)	-7	111	101	116	-8	1	105	2
COc1ccc(OC[C@@H](O)CNC(=O)c2cccc3c2C(=O)c2ccc(-c4ccc(F)cc4OCc4ccccc4)cc2S3(=O)=O)cc1	6	98	111	115	1	x	97	3
CCCNC(=S)N(Cc1ccccc1)Cc1nc2ccccc2c(=O)[nH]1	-4	79	89	86	3	6	101	-1
COC(CNC(=O)CN1CCN(Cc2ccc(F)cc2Cl)C1=O)OC	11	107	107	102	-1	0	103	4
COc1cc(NC(=O)c2c3c(nc4ccccc24)CCC3)cc(OC)c1	-1	101	103	98	0	-22	102	2
COc1cc(C(=O)C(=O)c2ccc(O)c(OC)c2)ccc1O	-9	114	119	101	-7	-12	91	-1

Look-ups from the entries so far.
Oc1ccccc1/C=N/N1CCN(c2ccccn2)CC1 | AHR act = -4
CC(=O)Nc1ccccc1NC(=O)c1ccccc1-c1ccccc1 | LAP4 TOR yeast = 97

(listing goes on)
SMILES	proCasp7 act	MEP2 TOR yeast	CR mimetic SO	LAP4 TOR yeast	proCasp3 act	GASC-1 inh	RPL19A TOR yeast	AHR act
CCCCCn1c(=N)n(CC(O)COc2ccccc2OC)c2ccccc21 (centres undefined)	1&-4	108&101	94&118	101&95	10&-7	29&-3	99&103	49*
O=C(NC1CCCC1)c1cc2nc(-c3ccco3)cc(C(F)(F)F)n2n1	2	103	112	97	-2	5	109	-6
CC(Oc1ccc(Br)cc1)C(=O)Nc1cc(S(=O)(=O)N2CCOCC2)ccc1N1CCCC1 (centres undefined)	2	94	89	94	-3	-3	97	0
Fc1ccccc1Cc1noc(CN(Cc2ccccn2)CC2CCCO2)n1 (centres undefined)	-2	115	94	89	3	2	91	0
Cn1c(=O)n(C)c2cc(NS(=O)(=O)c3ccccc3)ccc21	3	93	98	95	-7	4	101	1
Cc1ccc(C)c(-c2ccc(=O)n(Cc3ccc(F)cc3Cl)n2)c1	-3	111	97	103	-2	-12	102	5
CNC(=O)c1ccccc1Sc1ccccc1C#N	3	100	113	92	0	0	98	-2
CC(=O)c1ccc(S(=O)(=O)N2CCN(CC#N)CC2)cc1	11	93	106	92	9	-5	96	0
O=Cc1c(NCCN2CCOCC2)c2ccccc2[nH]c1=O	-2	98	103	93	-7	7	102	0
CCCCN(CC)CCCNC(=O)C1c2ccccc2C(=O)N(C)C1c1cn(C)c2ccccc12 (centres undefined)	7	98	98	94	-2	27	100	7
O=C(CCSc1ccc(Cl)cc1)c1ccco1	-22	110	107	87	-21	-2	102	2
N#Cc1ccc(C(=O)OCC(=O)NC(=O)NC2CCCCC2)cc1	9	106	87	104	10	x	110	1
Cn1ncc(C(=O)N=S(C)(=O)c2ccccc2)c1[N+](=O)[O-] (centres undefined)	-4	96	103	110	8	-7	95	2
CC(=O)c1cccc(NC(=S)Nc2ccc(F)cc2)c1	-5	92	100	87	-7	15	97	1
Cc1c(C(=O)NN2CCOCC2)oc2ccccc12	6	111	100	108	4	-15	100	-6
CCc1[nH]nc2c1C(C1C=CCCC1)C(C#N)=C(N)O2 (centres undefined)	4	98	98	103	0	-9	99	0
Clc1ccc(OCCCCN2CCc3ccccc3C2)cc1	2	110	103	99	10	-8	109	16
CC(C)Cc1ccc(C(C)C(=O)Nc2ccccc2O)cc1 (centres undefined)	-2	100	120	102	0	-1	94	-3

Screening results (PubChem BioAssay)
